SDO1 yeast rescue: restores growth of sdo1-depleted yeast | S. cerevisiae sdo1-depleted JHY4D growth rescue, OD600 30 h; hits give high values; pdr5 snq2 efflux-pump mutant strain | z-score at 10 µM | 140,000 compounds, 0.21% hits | AID 817;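 active means z-score above 3 at both the 24 hr and the 30 hr optical density reads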;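 further: z-score against mean and SD of all compound wells on the same plate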
INS promoter inh: TRM-6 insulin promoter activity inhibition; TRM-6 cells (human fetal islet line), insulin promoter-eGFP reporter, imaging; reporter expression induced with tamoxifen; inhibition, % at 2 µM; 130,000 compounds, 0.9% hits;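 active means inhibition above the mean plus 3 SD, with well images judged a real hit on visual review, cut at about 60% in these data, passing the limit was not always enough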
SDO1 yeast rescue Rescue 24 h: further read-out of SDO1 yeast rescue, marked with its call; z-score; S. cerevisiae sdo1-depleted JHY4D growth rescue, OD600; measured here: growth rescue at 24 h;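 0 is the plate mean of compound wells and units are plate SD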
* = called active by the depositor; . = not tested or not shown; & = joins results of further samples; [ ] = dose if it differs, or a comment.

SDO1 yeast rescue,mol,SDO1 yeast rescue Rescue 24 h,INS promoter inh
0.57,CC(C)NC(=O)COC(=O)c1ccc(NS(=O)(=O)c2ccc3c(c2)OCCO3)cc1,0.44,-25.4
-0.99,CCOc1ccccc1N1CCN(C(=O)C(Sc2ccccc2)c2ccccc2)CC1 (stereo unspecified),-1.14,.
-0.26,CCOC(=O)C1CSc2[nH]c(=O)sc2C1c1ccccc1 (stereo unspecified),-0.03,18.9
1.89,Cc1ccc(N(CC(=O)Nc2ccccc2C(=O)NCc2ccco2)S(=O)(=O)c2ccccc2)cc1C,4.53,-26.7
-0.27,COC(=O)c1cc(Br)c(=O)n(Cc2cccnc2)c1,-0.55,-60.7
-0.28,O=C(CSc1ccc(-c2ccccc2)nn1)N1CCN(c2ccccc2)CC1,0.23,.
0.23,O=C(CCC(=O)c1cccs1)c1cccs1,-0.41,81.2*
.,CC(=O)Nc1ccc(/C=N/NC(=O)CNS(=O)(=O)c2ccccc2)cc1,.,33.3
0.9,O=C(CCC(=O)c1cccs1)OCC(=O)N1CCN(C(=O)c2ccco2)CC1,-0.33,20.0
.,Cc1nc2ccc([N+](=O)[O-])cc2s1,.,-7.7
0.87,CN(C)CCNC(=O)C1CCCNC1=O (stereo unspecified),0.29,18.9
-0.78,Cc1cccc(C(=O)NC(=S)N2CCc3ccccc3C2)c1,-0.62,-7.1
0.5,Cc1cc2c(c(=O)n1Cc1ccc3c(c1)OCO3)C(c1cccnc1)C(C#N)=C(N)O2 (stereo unspecified),0.31,.
-0.27,O=C(CSc1nc2ccccc2[nH]1)Nc1c(F)cccc1F,-0.43,88.6*
0.36,CCOC(=O)Cn1c(=O)oc2cc(S(=O)(=O)N3CCn4c3nc3ccccc34)ccc21,0.07,.
1.03,CCC(C)NS(=O)(=O)c1ccc(OCC(=O)N2CCCCC2)cc1 (stereo unspecified),-0.04,-47.8
0.73,Brc1ccc(Nc2nc3ccccc3n3nnnc23)cc1,1.97,-7.1
-0.29,CCOC(=O)C1(S(=O)(=O)c2ccc(Cl)cc2)CCN(Cc2ccc(C)cc2)CC1,-1.1,29.7
-0.17,CC(C)(C)c1ccc(OCC(=O)OCCNC(=O)c2cccnc2)cc1,-0.39,10.7
.,Cc1ccc(NC(=O)CCC(=O)NNC(=O)C(C)(C)C)c(C)c1,.,-14.3
-1.16,O=C1NC(c2ccccc2)=C(c2ccc3ccccc3n2)C(c2ccc(F)cc2)N1 (stereo unspecified),-1.21,36.7
-1.31,COc1ccc(-c2nnc(OCc3nc4ccccc4n3C)c3ccccc23)cc1,-1.04,-14.3
.,Cc1cc(NC(=O)CSc2nc3cc(Cl)ccc3c(=O)n2CC(C)C)no1,.,0.0
0.51,CCN1CCN(CC(=O)N2c3ccccc3CC2C)CC1 (stereo unspecified),-0.27,33.3
0.3,CCn1c(SCc2ccc(C(=O)OC)o2)nnc1-c1c[nH]c2ccccc12,0.11,.
-0.47,COc1ccc(CCNc2cc(N3CCN(C(=O)c4ccc(C)cc4)CC3)ccc2[N+](=O)[O-])cc1OC,-0.63,43.8
0.84,CCOC(=O)C1C(=O)CC(C)(O)C(C(=O)OCC)C1c1ccc(OC)cc1 (stereo unspecified),0.06,.
0.37,CC(C)N(C(=O)Cn1cnc2c(cnn2-c2ccccc2Cl)c1=O)C(C)C,0.82,26.5
-0.07,C=CCn1c(CCC(O)CCCCC)n[nH]c1=S (stereo unspecified),-0.5,-30.6
0.65,COc1ccc(-n2cnnc2SCC(=O)NC2CCS(=O)(=O)C2)cc1 (stereo unspecified),-0.46,14.3
0.7,O=C(CCC(=O)N1CCc2ccccc2C1)N1CCN(S(=O)(=O)c2ccccc2)CC1,1.25,0.0
0.64&-1.04,Cc1c(Br)c([N+](=O)[O-])nn1C(C)C(=O)Nc1ccc2c(c1)OCO2 (stereo unspecified),0.54&-0.75,.
.,O=C(Nc1ccc2c(c1)OCO2)C1CCN(C(=O)c2ccc(Br)cc2)CC1,.,-95.2
-0.29,COc1ccc(OC)c(C2CC(=O)NC(SC)=C2C#N)c1 (stereo unspecified),-0.84,.
-0.7,CCC(=O)Nc1ccc(S(=O)(=O)N2CCN(c3ccc(F)cc3)CC2)cc1,-1.67,51.4
.,COC(=O)NNC1=CC(=O)CC(C)(C)C1,.,-26.7
-0.29,Cc1cc(C)c(S(=O)(=O)N2CCCCC2)c(C)c1N(C)S(=O)(=O)c1ccc(Cl)cc1,-0.6,.
.,CC(C)OC(=O)c1c(N)sc2c1CCCC2,.,60.0
-0.51,COc1ccccc1N1CCN(c2cc(N3CCCC3)nc(C)n2)CC1,-0.19,0.0
0.41,CC(C)c1nnc(NC(=O)CCN2C(=O)c3ccccc3C2=O)s1,0.3,.
0.6,Cc1c(NC(=O)c2ncn[nH]2)cccc1-c1nc2ccccc2s1,0.14,25.0
-1.26,CNc1cc(N2CCCCCC2)ccc1[N+](=O)[O-],-0.74,16.7
0.65,C=CCn1c(=O)/c(=C2/SC(C)=C(C)N2CC)s/c1=C1/C(=O)N(CC)C(=S)N1c1ccccc1,0.93,0.0
0.41,CCSC1=C(C#N)C(c2cccc(Br)c2)CC(=O)N1 (stereo unspecified),-0.68,-306.2
0.6,Cc1ccc2occ(CN3CCN(c4ccccc4)CC3)c(=O)c2c1,0.16,-6.5

Exported with values ahead of the structure: part of the list above
SDO1 yeast rescue,SDO1 yeast rescue Rescue 24 h,INS promoter inh,Compound
0.7,1.25,0.0,O=C(CCC(=O)N1CCc2ccccc2C1)N1CCN(S(=O)(=O)c2ccccc2)CC1
.,.,60.0,CC(C)OC(=O)c1c(N)sc2c1CCCC2
-0.7,-1.67,51.4,CCC(=O)Nc1ccc(S(=O)(=O)N2CCN(c3ccc(F)cc3)CC2)cc1
0.65,0.93,0.0,C=CCn1c(=O)/c(=C2/SC(C)=C(C)N2CC)s/c1=C1/C(=O)N(CC)C(=S)N1c1ccccc1
0.64&-1.04,0.54&-0.75,.,Cc1c(Br)c([N+](=O)[O-])nn1C(C)C(=O)Nc1ccc2c(c1)OCO2 (stereo unspecified)
0.6,0.16,-6.5,Cc1ccc2occ(CN3CCN(c4ccccc4)CC3)c(=O)c2c1
-0.51,-0.19,0.0,COc1ccccc1N1CCN(c2cc(N3CCCC3)nc(C)n2)CC1

(cont.)
SDO1 yeast rescue,mol,SDO1 yeast rescue Rescue 24 h,INS promoter inh
0.23,CCOc1ccc(CN(Cc2ccco2)C(c2cccs2)c2nnnn2C(C)(C)C)cc1 (stereo unspecified),-0.33,.
.,O=C(c1ccccc1)c1ccc(OCC(O)CN2CCCC2)cc1 (stereo unspecified),.,37.5
-0.34,CCOC(=O)c1c(C)c(C(=O)Nc2cc(F)ccc2F)c(C)n1C,-0.98,.
.,Cc1cc(-c2nc3ncccc3o2)ccc1NC(=S)NC(=O)c1ccco1,.,36.4
-0.72,CCOc1ccc(OCC)c(NC(=O)CN2CCN(C(=O)c3ccco3)CC2)c1,-1.18,10.3
1.05,O=C(CSC1=NCCS1)Nc1nc2c(s1)CCCC2,1.83,-6.1
-0.04,O=C(COC(=O)CSc1cc(Cl)ccc1Cl)Nc1ncc(C(F)(F)F)cc1Cl,-0.31,.
.,COc1ccc(NC(=S)N(CCCN2CCCCCC2)Cc2cccs2)cc1,.,-6.7
.,c1cc2c(cc1-c1csc(NNC3=NCCCCC3)n1)OCCO2,.,7.1
-2.37,CCCCCCNS(=O)(=O)c1ccc(Cl)s1,-1.62,30.0
.,Clc1ccc2nc3c4ccccc4cnn3c2c1,.,33.3
-0.47,Cc1ccc(S(=O)(=O)NCC(=O)N/N=C/c2ccc(Cl)cc2)cc1,-0.53,4.0
0.01,O=C1C2C(C(=O)N1c1ccncc1)C1C=CC2C12CC2 (stereo unspecified),-0.39,.
-2.84,COc1cc2c(cc1NC(=O)c1cccnc1)oc1ccccc12,-2.04,-51.4
0.63,CC1=CS(=O)(=O)CC1Sc1nc2ccccc2[nH]1 (stereo unspecified),-0.1,.

A second format for part of the listing above:
SDO1 yeast rescue	SDO1 yeast rescue Rescue 24 h	INS promoter inh	Compound
-2.84	-2.04	-51.4	COc1cc2c(cc1NC(=O)c1cccnc1)oc1ccccc12
0.63	-0.1	.	CC1=CS(=O)(=O)CC1Sc1nc2ccccc2[nH]1 (stereo unspecified)

Next section
SDO1 yeast rescue,mol,SDO1 yeast rescue Rescue 24 h,INS promoter inh
0.66,COc1ccc([N+](=O)[O-])cc1N(CC(=O)NCCC1=CCCCC1)S(C)(=O)=O,0.63,43.2
0.71,COC(=O)CN(c1ccccn1)S(=O)(=O)c1ccccc1,0.18,3.0
-2.21[10.8 µM],CC(C)(C)c1ccc(/C=C/C(=O)N2CCc3ccccc3C2)cc1,-1.49,-11.1
0.05,COc1ccc(C(=O)CN2C(=O)NC(C)(c3ccc(C)cc3)C2=O)cc1OC (stereo unspecified),-0.91,-100.0
-0.92,O=C1CCCc2[nH]nc(-c3cccnc3)c21,-1.34,-10.8
0.19,Cc1ccc(NC(=O)CO/N=C(\N)c2nonc2N)cc1,0.22,-25.0
-2.13,Cc1ccc(C(=O)Nc2ncc(Cc3ccccc3)s2)o1,-2.6,.
.,Cc1ccc(NC(=O)COC(=O)C2CCC(=O)N2)c([N+](=O)[O-])c1 (stereo unspecified),.,-23.5
.,CC(=O)c1ccc(S(=O)(=O)N2CCN(c3nc4c(C)c(C)ccc4cc3C#N)CC2)cc1,.,-393.8
.,COc1cc(CC(=O)Nc2cccc(SC)c2)cc(OC)c1OC,.,75.0*
-0.11,O=C(COC(=O)C1CCN(S(=O)(=O)c2cccc3cccnc23)CC1)c1ccc([N+](=O)[O-])cc1,-1.05,-3.7
-1.07,CCCCN(CCCC)C(=S)NC(=O)c1ccccc1Cl,-0.59,-91.2
2.13,COC(=O)c1[nH]c(C)c(/C(O)=C2\C(=O)C(=O)N(CCN(C)C)C2c2ccco2)c1C (stereo unspecified),1.91,-15.6
-0.2,Cc1noc(C)c1CSc1ncnc2sc3c(c12)CCC3,0.62,.
-1.79,CC1CCCCC1NC(=O)/C(C#N)=C/c1ccccc1F (stereo unspecified),-0.69,6.7
-2.86,Cc1ccc(C(=O)OCn2ncc(Cl)c(Cl)c2=O)cc1,-1.81,-193.6
0.43,Cc1nn(Cc2ccc(Cl)cc2)c(C)c1NC(=O)c1ccc([N+](=O)[O-])cc1,0.43,.
.,COc1ccc(C2CC(c3ccccc3)=NN2c2ccc(S(N)(=O)=O)cc2)cc1OC (stereo unspecified),.,7.1
0.35,COc1cccc(N(CC(=O)NCCSc2ccccn2)S(C)(=O)=O)c1,0,3.7
0.22,CCOC(=O)c1[nH]c(C)c(CCC(=O)OC)c1C,-0.14,14.8
-1.66,CC(=O)OC1CC(C)(C)N(OC(=O)c2ccc(N)cc2)C(C)(C)C1,-1.22,36.4
0.29,Cc1ccc(N2CN(Cc3cccnc3)CNC2=S)c(C)c1,-0.18,.
-0.14,CCn1cc(C(=O)N2CCCC2)c(=O)c2cc(S(=O)(=O)N(C)C)ccc21,-1.14,.
0.3,CCCc1cc(=O)oc2c(CN3CCN(C)CC3)c(O)c(Cl)cc12,-0.45,.
-0.53,Cc1nn(Cc2ccc(Cl)cc2Cl)c(C)c1NC(=O)c1ccc(COc2cc(Cl)ccc2Cl)o1,-0.45,-2.7
-0.44,CCCn1c(SCC(=O)c2c(C)[nH]c(C)c2C(=O)OCC)nc2ccccc21,0.07,2.7
0.75,CCCn1c(N2CCN(Cc3cccc(C)c3)CC2)nc2c1c(=O)[nH]c(=O)n2C,0.42,.
-2.17,COc1ccccc1NC(=O)N(Cc1ccco1)Cc1cc2cc(C)cc(C)c2[nH]c1=O,-1.83,-5.9
1.16,Cc1nc2ccc(S(=O)(=O)NCC(=O)N(C)Cc3ccco3)cc2s1,0.99,13.8
1.82,O=C(O)c1ccccc1CSc1nc2ccccc2o1,2.59,34.2
-0.5,Cc1cc(C)c(S(C)(=O)=O)c(Sc2ccc(Cl)cc2)n1,-0.58,-32.3
-0.58,O=C(COC(=O)c1ccccc1Br)NCc1ccccc1,-0.32,-40.7
.,COC(=O)COc1ccc2c(=O)c(-c3ccccc3OC)coc2c1,.,-15.4
-0.41,Cc1cc(C)n(-c2cc(N3CCN(S(=O)(=O)c4ccc(C)c(C)c4)CC3)ccc2[N+](=O)[O-])n1,-0.12,-23.3
0.4,Cc1ccccc1S(=O)(=O)Cc1ccc(C(=O)NCCN2CCN(Cc3ccccc3)CC2)o1,0.12,.
0.36,CC12CC(NC(=O)N1c1cccc(C(=O)Nc3ncn[nH]3)c1)c1ccccc1O2 (stereo unspecified),0.21,-6.9
0.01,COc1cccc(CN(C)CC(=O)Nc2cc3oc4ccccc4c3cc2OC)c1,0.31,3.3
-0.56,COC(=O)c1cc2c(ccn2-c2ccc(F)cc2)n1C(C)C,-1.23,-68.6
-0.25,COc1cccc(OCCn2cc(/C=N/NC(=O)c3ccncc3)c3ccccc32)c1,0.28,36.7
-1.2,Cc1cccc(NCc2nc3ccccc3n2Cc2ccccc2)c1,-0.05,-37.5
-0.18,CCOC(=O)CC(N)c1ccc(OC)cc1 (stereo unspecified),-0.66,-14.3
-1.03,Cc1ccc2[nH]c(C)c(CCNC(=O)c3cc4cc([N+](=O)[O-])ccc4oc3=O)c2c1,-1.21,30.0
-1.87,O=c1c2ccccc2c(-c2ccc(F)cc2)nn1-c1ccc(C(F)(F)F)cc1,-1.24,58.1
.,COc1cc(CNc2ccc3c(c2)OCCO3)ccc1OCC(N)=O,.,14.3
1.74,CC(C)(C#N)Nn1cnnc1,0.74,-287.5
-1.04,CCOC(=O)c1c(-c2ccccc2)csc1/N=C/C1C(=O)CCCC1=O,-1.28,34.5
-0.07,CC(C)C(=O)Nc1nnc(CCc2nnc(NC(=O)C(C)C)s2)s1,-0.5,48.6

Some of the compounds tested (hit frequency here may not be typical).
